Bioassay records (PubChem BioAssay)
Htt clearance: clearance of mutant huntingtin inclusions, primary screen, imaging, HeLa Exon1htt(103Q)mCFP, confocal imaging | AID 853, 2007 | inhibition, % at 1.5 µM | 47,000 compounds, 0.42% hits | aggregate imaging; zero = plate's median compound well;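 active means inhibition of aggregate fluorescence above about 70%, also judged a hit by eye on the cell image, limit read from the data, passing the limit was not always enough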;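 further: cells exposed to compound for three days before fixation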
Htt clearance grain fraction: second read-out of Htt clearance, no call of its own (marks repeat the call); fraction fluorescence in grains; measured here: aggregate grain fluorescence fraction; active compounds read low;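 scaled fraction of total cell fluorescence in grains with unit not stated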
* marks the source's active call; other numbers are inactive results. The list is partial, so the mix of outcomes need not match the whole.

For O=C(NCCCN1CCCCCC1)c1ccc(N2CCCC2=O)cc1 the results were Htt clearance 14.3 and Htt clearance grain fraction 18.4.
For O=C(O)CSCCCC(=O)Nc1ccc(Br)cc1 the results were Htt clearance -14.5 and Htt clearance grain fraction 20.7.
For Cc1ccc(SCCC(=O)NCc2ccco2)cc1 the results were Htt clearance -52.0 and Htt clearance grain fraction 30.5.
For O=C(CSc1nc2ccccc2c(=O)[nH]1)c1ccccc1 the results were Htt clearance -20.5 and Htt clearance grain fraction 24.1.
For CC(C)CN(CCCNC(=O)CC1Oc2ccccc2NC1=O)CC(C)C (configuration not stated) the results were Htt clearance 31.8 and Htt clearance grain fraction 23.3.
For COc1ccc(NC(C)=O)cc1NC(=O)CN1CCN(CC(=O)Nc2ccccc2Cl)CC1 the results were Htt clearance 18.1 and Htt clearance grain fraction 31.2.
For c1ccc(CCNc2ncnc3c2nnn3Cc2ccccc2)cc1 the results were Htt clearance 28.6 and Htt clearance grain fraction 13.7.
CC(=O)OC12CC3CC(C1)C(=NO)C(C3)C2 was read as Htt clearance -18.1 and Htt clearance grain fraction 21.1.
O=C(COC(=O)c1cc[n+]([O-])cc1)NCC12CC3CC(CC(C3)C1)C2 was read as Htt clearance 21.4 and Htt clearance grain fraction 29.9.
Screening Cc1ccccc1-n1nc(-c2ccc(N)cc2)cc1N returned Htt clearance -0.8 and Htt clearance grain fraction 34.3.
For Cc1ccc(-c2ccc(=O)n(CC(=O)NCCN3C(C)CCCC3C)n2)cc1 (configuration not stated) the results were Htt clearance 13.7 and Htt clearance grain fraction 17.7.
For COc1cc(C2NC(=O)C(C#N)=C(S)N2c2ccccc2)ccc1OC(C)C (configuration not stated) the results were Htt clearance 2.2 and Htt clearance grain fraction 17.9.
O=C(CCCOc1ccccc1)N1CCc2ccccc2C1 was read as Htt clearance 47.8 and Htt clearance grain fraction 19.5.
For CN(CC(=O)O)S(=O)(=O)c1cccs1 the results were Htt clearance -59.4 and Htt clearance grain fraction 67.7.
For CCOC(=O)CSc1nnc(-c2ccc(OC)cc2)n1CC the results were Htt clearance -37.1 and Htt clearance grain fraction 42.1.
For O=C(c1ccco1)N1CCN(Cc2cccc(F)c2)CC1 the results were Htt clearance -16.0 and Htt clearance grain fraction 23.
For COc1ccc2[nH]c(=O)c(CNC3CCCCC3)cc2c1 the results were Htt clearance 31.9 and Htt clearance grain fraction 13.3.
Screening COc1ccc(NCc2nnc(SCC(=O)c3ccc(OC)cc3)o2)cc1 returned Htt clearance 7.0 and Htt clearance grain fraction 29.5.
`CCCC(=O)O[C@@H]1C[C@@H](C)N(C(=O)c2ccccc2)c2ccc(C)cc21` gave Htt clearance -26.2 and Htt clearance grain fraction 49.9.
Screening COC(=O)CN1C(=O)C2(OCCCO2)c2ccccc21 returned Htt clearance 2.3 and Htt clearance grain fraction 28.6.
Screening Brc1ccccc1OCCCn1cnc2ccccc21 returned Htt clearance 36.2 and Htt clearance grain fraction 14.9.
For C=CCN(C(=O)CNC(=O)c1ccco1)C(C(=O)NC1CCCCC1)c1ccc(OC)cc1OC (configuration not stated) the results were Htt clearance 37.3 and Htt clearance grain fraction 21.
CCOC(=O)Cc1csc(NC(=O)CCCCCN2C(=O)c3cccc4cccc(c34)C2=O)n1 was read as Htt clearance -23.9 and Htt clearance grain fraction 24.8.
O=S(=O)(CC(CN1CCCC1)N1CCCC1)c1ccc2ccccc2c1 (configuration not stated) was read as Htt clearance -51.0 and Htt clearance grain fraction 32.4.

Copied from above for reference:
O=C(CCCOc1ccccc1)N1CCc2ccccc2C1 was read as Htt clearance 47.8 and Htt clearance grain fraction 19.5.
For CN(CC(=O)O)S(=O)(=O)c1cccs1 the results were Htt clearance -59.4 and Htt clearance grain fraction 67.7.
For CCOC(=O)CSc1nnc(-c2ccc(OC)cc2)n1CC the results were Htt clearance -37.1 and Htt clearance grain fraction 42.1.
For O=C(c1ccco1)N1CCN(Cc2cccc(F)c2)CC1 the results were Htt clearance -16.0 and Htt clearance grain fraction 23.
For COc1ccc2[nH]c(=O)c(CNC3CCCCC3)cc2c1 the results were Htt clearance 31.9 and Htt clearance grain fraction 13.3.

Next section
For Nc1ccc(N(c2ccccc2)c2ccc(N)cc2)cc1 the results were Htt clearance -21.2 and Htt clearance grain fraction 48.7.
COc1cc(S(=O)(=O)N(Cc2ccccc2)Cc2ccccn2)ccc1-n1cnnn1 was read as Htt clearance -16.0 and Htt clearance grain fraction 20.3.
`COc1cc(OC)cc(C(=O)NC2CCSC2=O)c1` (configuration not stated) gave Htt clearance 52.7 and Htt clearance grain fraction 10.1.
For Cc1occc1-c1nnc(SCC(=O)NC(=O)NC(C)C)n1N the results were Htt clearance -0.9 and Htt clearance grain fraction 36.6.
Screening CC(C)(C)C1CCc2[nH]nc(C(=O)O)c2C1 (configuration not stated) returned Htt clearance 10.0 and Htt clearance grain fraction 17.5.
For O=C(C1CCN(S(=O)(=O)N2CCOCC2)CC1)N1CCc2ccccc21 the results were Htt clearance -32.0 and Htt clearance grain fraction 53.5.
`COC(=O)c1ccc(/C=C/C(=O)c2ccc(OC)cc2)cc1` gave Htt clearance -2.5 and Htt clearance grain fraction 34.3.
`O=C(O)CCc1ccc(-c2cccs2)n1NC(=O)c1ccco1` gave Htt clearance 46.4 and Htt clearance grain fraction 10.5.
Screening Cc1cccc(OCC(=O)NNc2c3ccccc3nc3ccccc23)c1 returned Htt clearance -28.1 and Htt clearance grain fraction 38.6.
`CCOC(=O)C1=C(O)C(=O)N(c2ccc(S(N)(=O)=O)cc2)C1c1ccc(OC)cc1OC` (configuration not stated) gave Htt clearance -81.5 and Htt clearance grain fraction 65.9.
Screening CCC(C)(C)n1nnnc1C(c1cc2cccc(C)c2[nH]c1=O)N1CCN(C(=O)c2ccco2)CC1 (configuration not stated) returned Htt clearance 43.6 and Htt clearance grain fraction 21.1.
For CCC(=O)Nc1cccc(-c2nnc(SCC(=O)NCc3ccco3)n2C)c1 the results were Htt clearance 29.6 and Htt clearance grain fraction 25.9.
For O=C(C1CC1)N(CCc1ccccc1)Cc1nc2ccccc2c(=O)[nH]1 the results were Htt clearance -40.7 and Htt clearance grain fraction 47.1.
CCOc1ccc(S(=O)(=O)N2CCN(C)CC2)c(C)c1C was read as Htt clearance 22.1 and Htt clearance grain fraction 13.9.
For O=C(O)c1ccc(NS(=O)(=O)c2ccc(Cl)cc2)cc1 the results were Htt clearance -31.4 and Htt clearance grain fraction 24.1.
`Cc1ccc(-c2nn(-c3ccccc3)c3[nH]c(=O)c(CNCc4ccccc4)cc23)cc1` gave Htt clearance -3.5 and Htt clearance grain fraction 20.7.
Screening O=C1c2cccnc2C(=O)N1CO returned Htt clearance -7.8 and Htt clearance grain fraction 43.9.
For CS(=O)(=O)NCc1nnc(SCC(=O)NC2CCCCC2)n1-c1ccc(F)cc1 the results were Htt clearance 25.6 and Htt clearance grain fraction 15.7.
CCCCCC(=O)Nc1ccccc1N1CCN(c2ccccc2)CC1 was read as Htt clearance -1.6 and Htt clearance grain fraction 33.8.
For Fc1cccc(-c2cc3nc4c(c(N5CCN(c6cnccn6)CC5)n3n2)CCCC4)c1 the results were Htt clearance 32.2 and Htt clearance grain fraction 25.3.
`CCCCOc1ccc(-c2nnn(CC(=O)NCc3ccco3)n2)cc1` gave Htt clearance -17.5 and Htt clearance grain fraction 54.4.
CCOc1cc(C(N)=O)cc(Br)c1OC was read as Htt clearance -1.4 and Htt clearance grain fraction 19.4.
COc1ccc(N2C(=O)C(Cl)=C(N3CCN(Cc4ccccc4)CC3)C2=O)cc1 was read as Htt clearance 38.9 and Htt clearance grain fraction 11.8.
For CC1(C(=O)Nc2nccs2)Cc2ccccc2C(=O)O1 (configuration not stated) the results were Htt clearance 11.1 and Htt clearance grain fraction 17.3.
`CCC(=O)N1CCc2cc(Br)cc(S(=O)(=O)CCC(=O)NCc3ccco3)c21` gave Htt clearance 55.2 and Htt clearance grain fraction 8.57.
For Cc1ccc(C(c2nnnn2CS(=O)(=O)c2ccc(C)cc2)N2CCC(C(N)=O)CC2)cc1 (configuration not stated) the results were Htt clearance -1.1 and Htt clearance grain fraction 34.4.
Screening Cc1ccc(CNC(=O)CN(Cc2ccccc2)S(C)(=O)=O)cc1 returned Htt clearance 3.5 and Htt clearance grain fraction 17.9.
For COCCN1CN=C(Nc2nc3ccccc3o2)NC1 the results were Htt clearance 52.0 and Htt clearance grain fraction 19.3.
Screening COc1ccc(OCCOC(=O)c2cccc(-n3cnnn3)c2)cc1 returned Htt clearance 18.1 and Htt clearance grain fraction 15.7.
`CC(C)(C)C(=O)/C=C(\N)c1ccncc1` gave Htt clearance -90.8 and Htt clearance grain fraction 39.4.
Cc1c(C)n(CC(O)CN2CCCCC2)c2ccccc12 (configuration not stated) was read as Htt clearance 13.6 and Htt clearance grain fraction 34.7.
For O=C(CC1C(=O)NCCN1C(=O)Nc1ccccc1)Nc1ccc2c(c1)OCCO2 (configuration not stated) the results were Htt clearance -12.4 and Htt clearance grain fraction 23.6.
For O=C(Nc1ccccc1F)C1C2C=CC3(O2)C1C(=O)N(c1cccnc1)C3C(=O)NC1CCCCC1 (configuration not stated) the results were Htt clearance 40.9 and Htt clearance grain fraction 20.2.
Screening COC(=O)c1ccc(NC(=O)c2ccc(N(C)S(C)(=O)=O)cc2)cc1 returned Htt clearance 69.1 and Htt clearance grain fraction 5.21.
Cc1ccc(OCc2nnc(SCC(=O)NCc3ccco3)n2C)cc1 was read as Htt clearance 43.2 and Htt clearance grain fraction 11.4.
Cc1cc(OCC(=O)N2CCCC2)cc(C)c1Cl was read as Htt clearance 5.6 and Htt clearance grain fraction 17.9.
Screening COc1cc(/C(C#N)=C/c2ccccc2)c([N+](=O)[O-])cc1OC returned Htt clearance -16.0 and Htt clearance grain fraction 20.9.
COc1ccc(OC)c(-n2nnnc2SCC(=O)Nc2cc(C)ccc2OC)c1 was read as Htt clearance -35.0 and Htt clearance grain fraction 26.3.
`O=C(CN1C(=O)c2cccc3cccc1c23)Nc1ccccc1C(=O)NCc1ccco1` gave Htt clearance 9.1 and Htt clearance grain fraction 17.6.
Screening CSc1nnc(-c2ccc(Cl)cc2Cl)o1 returned Htt clearance 33.3 and Htt clearance grain fraction 26.8.
`CCN(CC)CCNC(=O)c1cc2c(-c3ccc(Cl)cc3)nn(C)c2s1` gave Htt clearance -104.2 and Htt clearance grain fraction 101.
Screening NC1=NC(c2ccccc2Cl)n2c(nc3ccccc32)N1 (configuration not stated) returned Htt clearance -28.5 and Htt clearance grain fraction 46.5.
For Cc1[nH]nc(-c2ccc(O)c(C)c2O)c1-c1cnn(-c2ccccc2)c1 the results were Htt clearance -29.9 and Htt clearance grain fraction 21.
Screening Cc1occc1-c1nnc(SCc2cc(=O)n3cc(Br)ccc3n2)n1C returned Htt clearance -28.7 and Htt clearance grain fraction 50.4.
Fc1ccccc1COc1ccc(/C=N/n2cnnc2)cc1 was read as Htt clearance -19.9 and Htt clearance grain fraction 40.8.
Screening COc1ccc(CN(CC(=O)NCc2ccco2)C(=O)CCC(=O)Nc2ccccn2)cc1 returned Htt clearance 30.6 and Htt clearance grain fraction 23.6.
O=C1CN2C(=Nc3ccc(Br)cc3C2c2ccccc2)CCN1 (configuration not stated) was read as Htt clearance 18.1 and Htt clearance grain fraction 33.4.
`CC(=O)c1c(C)[nH]c(C(=O)OCC(=O)C(C)(C)C)c1C` gave Htt clearance -6.3 and Htt clearance grain fraction 42.
COc1cc(OC)cc(C(=O)Nc2cccc(C(C)=O)c2)c1 was read as Htt clearance -17.4 and Htt clearance grain fraction 22.
`Cc1cccc(C2CC(c3ccc(Cl)cc3)Nc3nc(N)nn32)c1` (configuration not stated) gave Htt clearance -28.3 and Htt clearance grain fraction 39.6.
For CCOCCCNC(=O)c1ccc2c(c1)ncn2C1CCCC1 the results were Htt clearance 19.6 and Htt clearance grain fraction 15.1.
`COc1ccccc1NC(=O)COC(=O)c1ccc(S(=O)(=O)NCc2ccco2)cc1` gave Htt clearance -18.1 and Htt clearance grain fraction 42.9.
For Cc1ccc(C)c(N2CCN(C(c3ccncc3)c3nnnn3Cc3ccccc3)CC2)c1 (configuration not stated) the results were Htt clearance -5.3 and Htt clearance grain fraction 21.3.
For CNC(=O)c1cc2cc(OC)ccc2n1CCN(C)C the results were Htt clearance 7.5 and Htt clearance grain fraction 31.3.
`O=c1cnnc(SCCc2ccccc2)[nH]1` gave Htt clearance 52.6 and Htt clearance grain fraction 7.99.
`O=C(O)CN(Cc1ccco1)S(=O)(=O)c1ccccc1` gave Htt clearance -8.7 and Htt clearance grain fraction 37.2.
Screening O=c1c2cc(-c3ccccc3)sc2ncn1/N=C/c1ccco1 returned Htt clearance 39.8 and Htt clearance grain fraction 21.9.
For Cn1c(-c2ccc(Br)o2)nc2ccccc21 the results were Htt clearance -50.3 and Htt clearance grain fraction 46.9.
Cc1cccc(C)c1-n1nnnc1SCSc1nnnn1-c1c(C)cccc1C was read as Htt clearance -80.7 and Htt clearance grain fraction 33.6.
Screening COc1cc2c(cc1OC)CN(C(=O)c1cc3ccccc3oc1=O)CC2 returned Htt clearance -5.1 and Htt clearance grain fraction 23.
`Cc1ccc(C)c2[nH]c(=O)c(CN(CCN3CCCC3)C(=O)Nc3cccc(Cl)c3)cc12` gave Htt clearance 39.4 and Htt clearance grain fraction 10.8.
For CCCn1nnnc1NC(=O)c1cccs1 the results were Htt clearance 4.0 and Htt clearance grain fraction 37.1.
`COc1ccc(CNC(=O)c2cnc(C)cn2)cc1` gave Htt clearance -4.8 and Htt clearance grain fraction 30.6.

Random excerpt: 4 compounds from above.
Screening O=c1c2cc(-c3ccccc3)sc2ncn1/N=C/c1ccco1 returned Htt clearance 39.8 and Htt clearance grain fraction 21.9.
`COc1ccccc1NC(=O)COC(=O)c1ccc(S(=O)(=O)NCc2ccco2)cc1` gave Htt clearance -18.1 and Htt clearance grain fraction 42.9.
`O=c1cnnc(SCCc2ccccc2)[nH]1` gave Htt clearance 52.6 and Htt clearance grain fraction 7.99.
COc1cc(OC)cc(C(=O)Nc2cccc(C(C)=O)c2)c1 was read as Htt clearance -17.4 and Htt clearance grain fraction 22.
